EPAC1 agonist: qHTS for Agonist of cAMP-regulated guanine nucleotide exchange factor 3 (EPAC1): primary screen; EPAC1 agonist qHTS, biochemical assay; response scale: 100% = response to 6.5 mM cAMP; Potency, µM (highest dose often 154 µM), inactives show at the highest dose activation, hits mostly activators; 360,000 tested, 0.073% active; AID 720707, 2013; also: potency is read from the fitted curve at half-maximal effect; nearly all actives have a fitted effect of over 60% in size
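Fluorescent GDP-exchange assay: 100 nM EPAC1 with 250 nM Rap1B preloaded with BODIPY-GDP and 50 uM GDP; compounds tested as concentration series, 5 min at room temperature, then read every 5 min for 30 min (ex 480/em 540 nm); normalized to 6.5 mM cAMP.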
EPAC1 antag: qHTS for Antagonist of cAMP-regulated guanine nucleotide exchange factor 3 (EPAC1): primary screen; Rap guanine nucleotide exchange factor 3 (Homo sapiens), O95398; EPAC1 GEF assay, Rap1b-BODIPY-GDP exchange fluorescence; Potency, µM (series often up to 115 µM), inactives show at the highest dose activity change, negative = inhibition, usual class: inhibitors; 360,000 tested, 0.14% active; AID 720709, 2013;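 also: potency is read from the fitted curve at half-maximal effect; plate controls were vehicle for no effect and positive control for full effect; nearly all actives have a fitted effect of over 50% in size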
Abeta yeast res: qHTS for compounds that reverse cellular toxicity of Amyloid beta (A-beta) peptide in yeast: Primary Screen; 410,000 tested, 0.063% active; yeast expressing A-beta42, growth rescue, OD600, 48 h; response scale: 0% DMSO, 100% iron-clioquinol control; Potency, µM (highest dose often 46.1 µM), for inactives: at the top dose growth rescue, most hits filed as activators; AID 1347071, 2019; also: potency is read from the fitted curve at half-maximal effect; nearly all actives have a fitted effect of over 55% in size
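Yeast growth medium received pinned compounds, then yeast cells expressing toxic A-beta were added; plates incubated at 30 C for 48 hr. Growth read as absorbance at 600 nm, normalized to DMSO and equimolar FeCl3 plus clioquinol controls.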
IL2 activator: qHTS of IL-2 Activators; IL-2 activation reporter assay, cell-based qHTS; stimulated with anti-CD3/CD4/CD28 beads; in transgenic mouse T cells; AID 652025, 2013; 360,000 tested, 0.065% active; activation, % (series mostly up to about 46 µM); in the data active = activation above about 50%; inconclusive = mostly about 30% to 49%; also: 0% is about no effect
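Readout: EGFP and DsRed signals by fluorescent plate cytometry. Unstimulated transgenic mouse T cells received compound 60 min before antibody-bead stimulation, then incubated 18 h at 37 degrees C.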
aSyn rescue: qHTS of alpha-syn Inhibitors. Yeast expressing alpha-synuclein, growth rescue, BacTiter-Glo, 24 h. 370,000 tested, 0.14% active. Potency, µM (doses to about 46.1 µM), for inactives: at the top dose growth rescue (activation), hits mostly activators; also: potency is read from the fitted curve at half-maximal effect; % of control where 0% means no effect; nearly all actives have a fitted effect of over 65% in size
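Rescue of yeast growth: cells expressing toxic alpha-synuclein, induced in galactose at OD600 0.02, incubated with compound 24 h at 30 C. ATP luminescence quantified growth; inhibitors of toxicity appear as activators.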
PI5P4K alpha inh: qHTS for Inhibitors of phosphatidylinositol 5-phosphate 4-kinase (PI5P4K); Phosphatidylinositol 5-phosphate 4-kinase type-2 alpha (Homo sapiens), P48426; PI5P4Kalpha enzyme, ADP-Glo luminescence, 60 min; stronger effect = lower value; 330,000 tested, 1.2% active; AID 652105, 2013; max response, %; active = max response of -50% or lower; inconclusive = between -30% and -50%; inactive = -30% or higher; also: value at the top dose of about 77 µM; % is scaled to controls: 0 for no effect and ±100 for the full control effect
Target sequence (P48426 whole entry, looked up): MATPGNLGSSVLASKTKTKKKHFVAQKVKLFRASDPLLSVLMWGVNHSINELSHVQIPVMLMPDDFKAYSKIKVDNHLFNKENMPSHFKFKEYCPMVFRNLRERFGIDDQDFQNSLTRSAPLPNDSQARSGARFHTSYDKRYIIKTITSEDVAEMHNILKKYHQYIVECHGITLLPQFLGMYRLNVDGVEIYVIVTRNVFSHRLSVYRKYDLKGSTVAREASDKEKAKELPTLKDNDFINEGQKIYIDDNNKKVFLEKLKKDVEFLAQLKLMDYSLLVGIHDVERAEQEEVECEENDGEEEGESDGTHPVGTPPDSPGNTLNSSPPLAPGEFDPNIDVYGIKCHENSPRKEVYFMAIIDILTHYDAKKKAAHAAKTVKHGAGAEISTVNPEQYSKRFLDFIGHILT
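ADP-Glo luminescence end-point after a 60 min room-temperature kinase reaction. PI5P4Kalpha and substrate in HEPES pH 7.4 buffer with EGTA, 0.1% CHAPS and 5% DMSO; ATP at 5 microM final.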
WRN helicase inh: qHTS for Inhibitors of WRN Helicase; Bifunctional 3'-5' exonuclease/ATP-dependent helicase WRN (Homo sapiens), Q14191; WRN helicase unwinding, fluorescent forked duplex, kinetic; Potency, µM (titrated, usually from 114 µM), for inactives: at the highest dose activity change, negative = inhibition, actives largely listed as inhibitors; 360,000 tested, 0.46% active; AID 651768, 2012; also: potency is read from the fitted curve at half-maximal effect; % is scaled to controls: 0 for no effect and ±100 for the full control effect; nearly all actives have a fitted effect of over 55% in size
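Primary qHTS, 1536-well format. 20 nM WRN + compound, 15 min RT; start with 100 nM forked fluorophore/quencher duplex, 2 mM ATP (final); kinetic read ex 525/em 598 nm.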
PLK1 PBD block: qHTS for Inhibitors of PLK1-PDB (polo-like kinase 1 - polo-box domain): Primary Screen. AID 720504, 2013. 360,000 tested, 2.8% active. Serine/threonine-protein kinase PLK1 (Homo sapiens), P53350. Plk1 PBD binding of FITC phosphopeptide, fluorescence polarization. Potency, µM, without a hit: max response, negative = inhibition, usual class: inhibitors; also: potency is read from the fitted curve at half-maximal effect; series mostly up to about 57 µM; % is scaled to controls: 0 for no effect and ±100 for the full control effect; nearly all actives have a fitted effect of over 65% in size
Target sequence (P53350 whole entry, looked up, the tested form may be a part): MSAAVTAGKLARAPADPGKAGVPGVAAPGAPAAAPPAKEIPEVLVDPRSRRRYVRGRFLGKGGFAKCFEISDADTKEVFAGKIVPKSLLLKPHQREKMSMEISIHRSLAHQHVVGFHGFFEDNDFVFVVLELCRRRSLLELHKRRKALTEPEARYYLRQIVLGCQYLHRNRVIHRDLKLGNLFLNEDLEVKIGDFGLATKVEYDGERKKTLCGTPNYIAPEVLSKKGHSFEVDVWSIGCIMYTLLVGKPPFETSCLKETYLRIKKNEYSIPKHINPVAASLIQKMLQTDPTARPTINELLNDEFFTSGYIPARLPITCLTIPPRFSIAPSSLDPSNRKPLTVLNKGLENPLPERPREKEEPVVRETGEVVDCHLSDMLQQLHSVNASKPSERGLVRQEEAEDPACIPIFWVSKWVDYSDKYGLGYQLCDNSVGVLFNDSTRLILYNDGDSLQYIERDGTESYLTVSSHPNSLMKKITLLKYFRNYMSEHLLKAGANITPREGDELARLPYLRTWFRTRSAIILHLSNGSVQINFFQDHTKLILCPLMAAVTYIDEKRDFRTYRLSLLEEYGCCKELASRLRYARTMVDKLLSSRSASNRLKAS
FUS yeast rescue: qHTS for Suppressors of FUS Proteinopathy: Primary screen using FUS-linked yeast assay; S. cerevisiae FUS-expressing, growth rescue, OD600, 24 h; AID 1347120, 2019; Potency, µM (doses to about 76.6 µM), for the others: at the highest dose growth rescue (activation), usual class: activators; 390,000 tested, 0.24% active;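 also: potency is read from the fitted curve at half-maximal effect; plate controls were DMSO vehicle for no effect and reference control for full effect; nearly all actives have a fitted effect of over 55% in size; some results filed as inactive show a strong effect at the top dose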
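Compound concentration series was pinned onto galactose-induced FUS-expressing yeast seeded at OD 0.005. Plates sat 24hr at 30C; absorbance at 600 nm gave growth. DMSO served as background control.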
Active calls of the source: *; ? = inconclusive; · = not tested or not shown; [ ] = another dose, or the depositor's remark. Unless noted, calls follow the shape of the dose curve; as a rule, active = well fitted curve in the direction sought with a large enough effect; inconclusive = small, poorly fitted or top-dose-only effect, or another doubt; inactive = no such curve, though single readings can be large; an effect the other way counts as inactive or inconclusive.

(1) CC1=CC(C)C2C(=O)N(c3ccccc3)NC(=O)C2C1 (stereo not given)
(2) Cc1ccc(S(=O)(=O)NC2CC(C)(C)NC(C)(C)C2)cc1C
(3) CC(Nc1n[nH]c(=O)[nH]c1=O)C(=O)N/N=C/c1ccccc1 (stereo not given)
(4) CCOC(=O)c1cc(C)nn1-c1nc(Cl)cc(OC)n1
(5) COc1ccc(-c2cc(CNS(=O)(=O)c3ccc(NC(C)=O)cc3)on2)cc1
(6) CCOc1ccc(OCc2ccc(C(=O)Nc3cccnc3)cc2)cc1
Compound,1,2,3,4,5,6
EPAC1 agonist,6%,0%,18%,-1%,4%,14%
EPAC1 antag,-22%,-2%,-9%,4%,-1%,-25%
Abeta yeast res,1%,2%,0%,17%,-4%,-16%
IL2 activator,-1.7,-0.3,0.5,-4.7,2.2,-0.3
aSyn rescue,7%,2%,0%,6%,-3%,-3%
PI5P4K alpha inh,-6,6,1,-6,0,4
WRN helicase inh,4%,0%[57.1 µM],-4%,-4%,5%,-2%
PLK1 PBD block,0%,3%,2%,5%,8%,-10%
FUS yeast rescue,0%,13%,-28%,·,8%,1%

(7) O=C(O)c1ccc(S(=O)(=O)Nc2ccc(O)c(Sc3nc4ccccc4s3)c2)cc1
(8) O=C(CCCOC(=O)c1ccc(O)cc1O)c1ccccc1
(9) CCOC(=O)N1CCC(N(CCN(C)C)C(=S)Nc2cc(Cl)cc(Cl)c2)CC1
(10) COCCN(C(=S)Nc1ccc(C)c(C)c1)C(C)c1ccco1 (stereo not given)
(11) COc1ccc(/C=C2\SC(=S)N(NC(=O)c3csc4c3CCCC4)C2=O)cc1
(12) O=C(COC(=O)c1cc([N+](=O)[O-])ccc1NCCO)Nc1cccnc1Cl
Compound,7,8,9,10,11,12
EPAC1 agonist,-3%,16%,6%,5%,8%,-6%
EPAC1 antag,-17%,8%,6%,-20%,-6%,2%
Abeta yeast res,-9%,26%,-7%,?,26%,-2%
IL2 activator,-1.0,-0.4,0.5,-0.8,1.9,-0.8
aSyn rescue,4%,8%,-7%,1%,-1%,13%
PI5P4K alpha inh,?,-6,-1,0,-2,2
WRN helicase inh,?,-2%,-1%,-9%,-16%,5%
PLK1 PBD block,27µM*,-11%,-8%,2%,-5%,1%
FUS yeast rescue,25%,2%,0%,-10%,10%,8%

(13) Cc1ccc(CN2CCS(=O)(=O)CC2)cc1
(14) CC(C)[C@H](NC(=O)N1CCn2c1nc1ccccc12)C(=O)NC1CC1
(15) CCOc1cc(C2c3c(n[nH]c3C)C(=O)N2c2ccc(C)cc2)ccc1O (stereo not given)
(16) COc1ccccc1N(CC(=O)NC1CCCC1)C(=O)CNC(=O)c1cccs1
(17) COC(=O)CSc1nc(C)cc(N2CCOCC2)n1
(18) CC1=CC(C)(C)N(C(=O)CNC2CCCCC2)c2cc(C)ccc21
Compound,13,14,15,16,17,18
EPAC1 agonist,-6%,4%,3%,-3%,-3%,0%
EPAC1 antag,10%,-9%,-2%,6%,7%,-4%
Abeta yeast res,-7%,-29%,-2%,-12%,1%,-16%
IL2 activator,-1.7,-1.2,-0.5,0.6,0.9,0.0
aSyn rescue,1%,0%,2%,0%,0%,-2%
PI5P4K alpha inh,7,1,0,0,5,-3
WRN helicase inh,-29%[57.1 µM],4%,0%,-1%,2%,-6%
PLK1 PBD block,-7%,2%,-15%,-7%,1%,-3%
FUS yeast rescue,-10%,-14%,1%,15%,-13%,7%

(19) COc1cc(NC(=S)NC(C)(C)C)c(OC)cc1Cl
(20) Cc1cccn2c(=O)c3cc(C(=O)NCCc4ccccc4)sc3nc12
(21) CS(=O)(=O)N1CCc2cc(C(=O)O)ccc21
(22) Cc1ccc(S(=O)(=O)N2CCC(=O)N(CCOCc3cccc(Cl)c3)CC2)cc1
(23) CCOC(=O)[C@]12CCCC=C1N(Cc1cccc3ccccc13)C(=O)[C@H](CC(=O)NCc1ccccc1)C2
(24) Cc1nn(C(C)C(=O)NCCC2=CCCCC2)c(=O)c2nn(-c3ccccc3)c(C)c12 (stereo not given)
Compound,19,20,21,22,23,24
EPAC1 agonist,-2%,8%,4%,-1%,-3%,12%
EPAC1 antag,-6%,-6%,10%,-24%,-15%,-2%
Abeta yeast res,?,-1%,-4%,-6%,4%,·
IL2 activator,0.0,-3.4,1.3,-0.5,-0.3,0.4
aSyn rescue,-14%,-3%,-13%,8%,15%,9%
PI5P4K alpha inh,-1,-10,-5,-5,5,4
WRN helicase inh,6%,-17%,-3%,6%,-5%,-3%
PLK1 PBD block,?,-13%,-9%,-9%,-1%,-8%
FUS yeast rescue,-10%,14%,-14%,?,?,12%

(25) O=C(COC(=O)CNC(=O)c1ccc(Cl)cc1Cl)NCc1ccco1
(26) CC1CCC(NC(=O)CCS(=O)(=O)c2ccc3c(c2)NC(=O)CS3)CC1 (stereo not given)
(27) O=S(=O)(Nc1cccc(F)c1)c1cccc2nsnc12
(28) O=c1[nH]c(/C=C/c2ccc(Cl)cc2Cl)c([N+](=O)[O-])c(=O)[nH]1
(29) O=C(O)CCc1ccc(-c2ccc(Cl)cc2)n1CC(=O)O
(30) COc1ccccc1Nc1nc(N)nc(CSc2ncccn2)n1
Compound,25,26,27,28,29,30
EPAC1 agonist,?,7%,-9%,4%,-5%,-1%
EPAC1 antag,-4%,-2%,-8%,?,9%,3%
Abeta yeast res,-8%,-3%,-7%,1%,4%,5%
IL2 activator,-1.0,1.0,-1.2,0.1,-1.2,0.2
aSyn rescue,-2%,1%,9%,8%,5%,-7%
PI5P4K alpha inh,0,2,-5,-78*,·,-15
WRN helicase inh,-11%,-1%,-7%,-32%,-12%,4%
PLK1 PBD block,-3%,-4%,3%,-15%,-22%,27µM*
FUS yeast rescue,0%,5%,-4%,-9%,7%,7%

An excerpt from above in order of their number in EPAC1 antag, low to high:
| item | structure | EPAC1 antag |
| --- | --- | --- |
| 26 | CC1CCC(NC(=O)CCS(=O)(=O)c2ccc3c(c2)NC(=O)CS3)CC1 (stereo not given) | -2% |
| 30 | COc1ccccc1Nc1nc(N)nc(CSc2ncccn2)n1 | 3% |
| 29 | O=C(O)CCc1ccc(-c2ccc(Cl)cc2)n1CC(=O)O | 9% |

Following part:
(31) COc1ccccc1CNC(=O)C1(C)CCN1C(=O)Cc1ccc(-c2ccccc2)cc1 (stereo not given)
(32) COc1ccc(OC)c(NC(=O)CCN2CCCCC2)c1
(33) c1c(CC2CCCC2)nnn1C[C@H]1CC[C@@H]([C@@H]2CC[C@H](Cn3cc(CC4CCCC4)nn3)O2)O1
(34) COC(=O)Cc1c(C)nc2nc(NCc3cccc([N+](=O)[O-])c3)[nH]n2c1=O
(35) C=CCOC(=O)/C=C/C(=O)NC(N)=O
(36) COn1c(=O)c(-c2cccc(Br)c2)[n+]([O-])c2ccccc21
Compound,31,32,33,34,35,36
EPAC1 agonist,18%,0%,-15%,-6%,-4%,9%
EPAC1 antag,-7%,-8%,0%,-2%,-10%,16%
Abeta yeast res,3%,20%,1%,22%,8%,-3%
IL2 activator,-0.1,0.6,-0.5,-0.5,2.0,-0.1
aSyn rescue,?,-1%,-9%,-1%,2%,1%
PI5P4K alpha inh,31,·,7,·,-3,-4
WRN helicase inh,-1%,5%,-3%,-2%,0%,5%
PLK1 PBD block,-6%,-1%,-11%,-5%,?,1%
FUS yeast rescue,?,11%,-9%,16%,-32%,-9%

Two records drawn at random from the list so far, as already listed:
(32) COc1ccc(OC)c(NC(=O)CCN2CCCCC2)c1
(31) COc1ccccc1CNC(=O)C1(C)CCN1C(=O)Cc1ccc(-c2ccccc2)cc1 (stereo not given)
Compound,32,31
EPAC1 agonist,0%,18%
EPAC1 antag,-8%,-7%
Abeta yeast res,20%,3%
IL2 activator,0.6,-0.1
aSyn rescue,-1%,?
PI5P4K alpha inh,·,31
WRN helicase inh,5%,-1%
PLK1 PBD block,-1%,-6%
FUS yeast rescue,11%,?

(list continues)
(37) Cn1c(N)cc(-c2ccc(F)cc2)c(C#N)c1=O
(38) CC(=O)N1CCc2cc(C(=O)CN3CCN(c4cccc(Cl)c4)CC3)ccc21
(39) COc1ccc(-c2nc3ncccc3o2)cc1NC(=O)c1cccs1
(40) CC1(c2nnc(-c3cccc(Cl)c3)o2)CC(c2ccccc2Br)=NO1 (stereo not given)
(41) NS(=O)(=O)c1ccc(N/N=C/c2ccc(C(=O)O)cc2)c([N+](=O)[O-])c1
(42) O=C(NCCCn1ccnc1)c1ccc2c(c1)OCCO2
(43) C=CCNC(=S)N1CCc2[nH]c3ccccc3c2C1
Compound,37,38,39,40,41,42,43
EPAC1 agonist,-11%,7%,0%,8%,-8%,11%,0%
EPAC1 antag,-10%,7%,2%,-4%,-25%,8%,-29%
Abeta yeast res,11%,6%,4%,-7%,-12%,20%,-16%
IL2 activator,-0.2,-1.9,-6.6,0.6,-1.4,-1.3,-1.5
aSyn rescue,5%,2%,3%,26%,1%,0%,-7%
PI5P4K alpha inh,3,-4,-2,21,-14,·,-1
WRN helicase inh,2%,-1%,-18%,-4%,-14%,8%,3%
PLK1 PBD block,0%,-11%,-14%,4%,5%,-5%,-8%
FUS yeast rescue,-24%,-12%,-1%,1%,-14%,16%,23%

Compound activity (PubChem BioAssay)
